Bioassay records as filed in PubChem BioAssay.
Epigenetic reg – Quantitative High-Throughput Screen for Regulators of Epigenetic Control; murine LDR cells, GFP reporter derepression, 30 h; Potency, µM (titrated, usually from 53.9 µM), for the others: top-dose GFP activation, usual class: activators; actives 0.2% (n = 280,000); note: % of control where 0% means no effect; nearly all actives have a fitted effect of over 60% in size
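Reporter derepression read as number of fluorescent GFP-positive objects, 20-120 um in size, counted by laser-scanning cytometer. Mouse LDR line with an epigenetically silenced CMV-GFP locus; compound incubation 30 h, 37 C.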
GAA glycogen mod – qHTS Assay for Inhibitors and Activators of Human alpha-Glucosidase Cleavage of Glycogen | Lysosomal alpha-glucosidase (Homo sapiens), P10253 | recombinant GAA, glycogen substrate, Amplex Red glucose oxidase fluorescence | Potency, µM (series often up to 76.4 µM), for inactives: top-dose activity change, negative = inhibition, usual class: inhibitors | actives 0.38% (n = 300,000);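 note: 0% = full enzyme reaction and -100% = no-enzyme basal signal; the screen sought inhibitors and activators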
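Natural-substrate format: glycogen cleavage by 4 nM human enzyme, glucose read by Amplex Red coupling (Ex 573, Em 610 nm). Normalized to enzyme and no-enzyme controls.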
GAA inh – qHTS Assay for Inhibitors of Human alpha-Glucosidase as a Potential Chaperone Treatment of Pompe Disease | purified human GAA, 4-MU-alpha-glucoside fluorescence | Potency, µM (top dose mostly 76.9 µM), inactives show at the highest dose activity change, negative = inhibition, usual class: inhibitors | Lysosomal alpha-glucosidase (Homo sapiens), P10253 | actives 0.005% (n = 200,000);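 note: plate controls were uninhibited enzyme wells for no effect and no-enzyme background for full effect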
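Fluorogenic assay: 4 nM human alpha-glucosidase with 400 uM 4-methylumbelliferyl-alpha-D-pyranoside in 50 mM citrate/phosphate, 0.005% Tween-20, pH 5.0, 20 min at room temperature. Compounds tested up to 77 uM; AC50 from Hill fits.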
NPSR antag – qHTS Assay for Antagonists of the Neuropeptide S Receptor: cAMP Signal Transduction; AID 1461, 2008; Potency, µM (series often up to 38.3 µM), for inactives: at the highest dose activity change, negative = inhibition, most hits filed as inhibitors; actives 1% (n = 220,000); CHO-NPSR cells, cAMP TR-FRET, antagonist mode; Q6W5P4; note: % is set by controls: 0 for no effect and ±100 for the full control effect; nearly all actives have a fitted effect of over 50% in size; many of its hits are not listed in these tables
Target sequence (Q6W5P4 whole entry, looked up): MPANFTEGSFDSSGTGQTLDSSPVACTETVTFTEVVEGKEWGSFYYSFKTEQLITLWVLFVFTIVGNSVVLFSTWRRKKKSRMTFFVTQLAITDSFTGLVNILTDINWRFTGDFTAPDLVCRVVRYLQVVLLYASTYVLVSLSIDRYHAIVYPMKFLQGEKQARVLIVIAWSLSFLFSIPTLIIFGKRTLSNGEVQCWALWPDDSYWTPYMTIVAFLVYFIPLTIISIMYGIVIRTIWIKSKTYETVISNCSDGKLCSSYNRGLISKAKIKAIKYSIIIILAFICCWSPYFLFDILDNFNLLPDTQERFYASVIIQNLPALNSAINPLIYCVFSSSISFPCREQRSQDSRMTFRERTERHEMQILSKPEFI
ALDH1A1 block – qHTS Assay for Inhibitors of Aldehyde Dehydrogenase 1 (ALDH1A1); actives 7.3% (n = 220,000); Purified ALDH1A1, NADH fluorescence, propionaldehyde substrate; Potency, µM (highest dose often 75.3 µM), for the others: at the top dose activity, negative = inhibition, actives largely listed as inhibitors; Aldehyde dehydrogenase 1A1 (Homo sapiens), P00352; active = well fitted inhibition curve with a large enough effect, not every such curve was filed as active; inconclusive = small, poorly fitted or top-dose-only effect, or another doubt; inactive = no such curve, though single readings can be large or run the other way;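 note: plate controls were no enzyme wells and a reference inhibitor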
aGlu spleen mod – qHTS Assay for Inhibitors and Activators of Human alpha-Glucosidase From Spleen Homogenate; human spleen homogenate, 4-MU-alpha-glucoside fluorescence; Potency, µM (highest dose often 79.9 µM), inactives show at the highest dose activity change, negative = inhibition, most hits filed as inhibitors; actives 0.006% (n = 240,000);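 note: 0% = enzyme with vehicle and -100% = no enzyme basal signal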
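Human spleen homogenate (1 ug) with 4-methylumbelliferyl-alpha-D-glucopyranoside (1 mM final) in 50 mM citrate/phosphate pH 5.0, 0.01% Tween-20; 40 min at 37 C. Stopped at pH 10; 4-MU fluorescence Ex 365/Em 440 nm; AC50 by Hill fit.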
aGal spleen mod – qHTS Assay for Inhibitors and Activators of Human alpha-Galactosidase From Spleen Homogenate; human spleen homogenate, 4MU-alpha-Gal fluorescence, 40 min; AID 2107, 2009; Alpha-galactosidase A (Homo sapiens), P06280; Potency, µM (titrated, usually from 80 µM), for the others: top-dose activity change, negative = inhibition, usual class: inhibitors; actives 0.008% (n = 240,000);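 note: 0% = enzyme with vehicle and -100% = no enzyme basal signal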
Target sequence (P06280 32-429 limits assumed): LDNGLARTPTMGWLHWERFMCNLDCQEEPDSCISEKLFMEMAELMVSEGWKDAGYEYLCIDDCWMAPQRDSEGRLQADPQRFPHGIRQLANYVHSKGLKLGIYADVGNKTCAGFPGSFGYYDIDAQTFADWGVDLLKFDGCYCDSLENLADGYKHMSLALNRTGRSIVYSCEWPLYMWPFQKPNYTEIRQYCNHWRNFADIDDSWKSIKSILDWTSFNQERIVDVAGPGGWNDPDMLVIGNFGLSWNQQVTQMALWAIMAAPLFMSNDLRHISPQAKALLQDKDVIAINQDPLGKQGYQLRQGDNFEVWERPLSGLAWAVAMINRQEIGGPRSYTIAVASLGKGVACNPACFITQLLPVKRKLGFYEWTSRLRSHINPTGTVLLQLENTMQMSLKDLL
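Spleen homogenate 1 ug + cpd (titration) + 4-MU-alpha-D-galactopyranoside 1 mM; 37C 40 min; 50 mM citrate/phosphate pH 5.0, 0.01% Tween-20; stop pH 10; fluorescence 365/440; AC50 via Hill.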
Tau fluor cs – Counterscreen qHTS for Inhibitors of Tau Fibril Formation, Fluorescence Polarization; tau K18 P301L (four-repeat tau fragment) Alexa594 fluorescence, heparin fibrillization; Potency, µM (doses to about 57.7 µM), for the others: at the top dose activity change, negative = decrease; actives 0.93% (n = 280,000); note: % is set by controls: 0 for no effect and ±100 for the full control effect; nearly all actives have a fitted effect of over 55% in size
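Human K18 P301L tau (15 uM unlabeled plus 0.24 uM Alexa 594-labeled, final) in 100 mM sodium acetate pH 7 was mixed with compound and 20 uM heparin and incubated 6 hr at 37 C.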
Active calls of the source: *; ? = inconclusive; · = no result given; [ ] = remark or other dose. Unless noted, calls come from the whole dose curve; as a rule, active = well fitted curve in the direction sought with a large enough effect; inconclusive = small, poorly fitted or top-dose-only effect, or another doubt; inactive = no such curve, though single readings can be large; an effect the other way counts as inactive or inconclusive. Potency is the fitted concentration of half-maximal effect. An excerpt, so the mix of outcomes need not match the whole.

SMILES	Epigenetic reg	GAA glycogen mod	GAA inh	NPSR antag	ALDH1A1 block	aGlu spleen mod	aGal spleen mod	Tau fluor cs
Cc1cccc(OCCC(=O)Nc2cc(S(=O)(=O)N3CCCCC3)ccc2N2CCOCC2)c1	-1.3%	-2.8%	-9.3%	-39.7%	-16.5%	-3.2%	3.5%	-10.6%
COc1ccc(NC(=O)N(Cc2cccs2)Cc2cc3cc4c(cc3[nH]c2=O)OCO4)cc1	3.6%	-1.2%	-1.5%	-12.2%	?	-5.4%	-3.8%	?
Cc1ncc([N+](=O)[O-])n1CC(=O)NC(C)(C)C	-1.1%	2.1%	6.3%	11.3%	2.3%	3.3%	5.1%	1.4%
COc1ccc(CNC(=O)C(c2ccc(C)o2)N(Cc2cccs2)C(=O)Cc2cccs2)cc1 (configuration not stated)	-3.2%	-3.6%	0.1%	?	3.55µM*	-3.3%	-12.0%	-2.1%
O=C(NCc1cccnc1)c1nc(-c2ccc(C(F)(F)F)cc2)no1	-0.6%	-8.2%	-9.1%	8.5%	9.6%	-1.3%	4.4%	-10.1%
CCCOc1ccc(N2C(=O)CC(N(C(=O)c3ccco3)c3ccc(OCCC)cc3)C2=O)cc1 (configuration not stated)	0.0%	14.0%	-1.2%	-12.1%[46.1 µM]	10.0%	-2.2%	-0.6%	-11.1%
COc1cc2c(cc1OC)CN(c1nc(CN3CCCCC3)nc3sc4c(c13)CCCC4)CC2	2.2%	1.6%	-1.1%	-26.6%	?	1.0%	-0.5%	-4.6%
Cc1cc(C(=O)O)c(CSCc2cc(C(=O)O)oc2C)o1	-3.0%	5.0%	-3.3%	3.7%[46.1 µM]	?	-4.0%	-5.1%	-12.5%
Cc1cc(C)c2c(=O)cc(C(F)F)oc2c1	-7.1%	3.2%	-8.7%	-11.5%[46.1 µM]	-1.3%	-2.2%	-1.9%	-1.7%
Cc1ccc(S(=O)(=O)c2nc(-c3ccc(F)cc3)oc2SCC(=O)NCC2CCCO2)cc1 (configuration not stated)	-0.1%	2.2%	1.2%	-7.6%	-12.6%	-3.3%	0.5%	-9.0%
c1csc(CNc2nc(-c3cccs3)nc3ccccc23)c1	4.5%	-21.9%	?	-29.7%	?	-8.8%	-16.9%	?
CCN1CCCC1CNC(=O)c1ccc(Sc2ccc(F)cc2)c([N+](=O)[O-])c1 (configuration not stated)	0.9%	-1.9%	-4.5%	-17.3%	-0.5%	7.2%	10.2%	?
Cc1ccc(NC(=S)N2CCCC(c3ccccc3)=N2)cc1	3.2%	-2.6%	-4.6%	32.3%	0.6%	4.2%	3.4%	?
O=C(Cc1ccccc1)NNC1CC(=O)N(c2ccc(Oc3ccccc3)cc2)C1=O (configuration not stated)	0.0%	0.1%	·	5.1%	·	-1.9%	-3.2%	-11.5%
COc1cc(C2NC(=S)NC(C)=C2C(=O)OC(C)C)ccc1OC(C)C (configuration not stated)	-1.2%	-5.8%	-2.9%	-18.6%[46.1 µM]	?	3.0%	3.4%	-2.6%
Cc1cccc(N(CC(=O)N2CCN(C)CC2)S(=O)(=O)c2ccccc2)c1	0.0%	-5.4%	-5.7%	-21.4%	-5.8%	-6.5%	4.1%	-15.5%
CCCCC(CCC(=O)Nc1ccn(-c2ccccc2)n1)C(=O)O (configuration not stated)	-0.3%	1.7%	·	-5.5%[7.67 µM]	·	-3.2%	4.2%	-25.3%
COc1ccc(CNC(=O)Cn2c(=O)oc3ccccc32)cc1OC	2.6%	8.2%	3.0%	-9.4%[46.1 µM]	3.9%	10.4%	1.8%	-5.1%
C/C=C/c1ccc(OC(C)[C@@H](O)c2ccc(O)c(OC)c2)c(OC)c1 (some centres not stated)	1.1%	·	·	·	?	4.4%	-11.3%	-22.5%
C/C(CC(=O)Nc1ccccn1)=N\NC(=O)c1cnccn1	-2.1%	?	·	?	·	-6.4%	-2.6%	-19.4%
CCOC(=O)COc1ccc(S(=O)(=O)N2CCN(c3ccc(F)cc3)CC2)cc1	-0.8%	-11.3%	-3.6%	?	-9.4%	-5.0%	-0.7%	-26.8%
COc1cc([N+](=O)[O-])ccc1Nc1nc(C)cc(C)n1	1.1%	21.3%	3.6%	-0.2%	0.0%	-1.2%	-3.2%	3.0%
Cc1nc(-c2ccccc2)sc1C(=O)/C=C/N(C)C	-1.2%	-8.2%	-6.8%	-6.8%	?	7.6%	-1.1%	5.4%
Cc1cc(C)c(S(=O)(=O)c2ccccc2)c(OC(=O)c2ccc(Cl)cc2Cl)n1	-4.5%	-1.5%	2.6%	-6.3%[46.1 µM]	6.8%	-6.5%	1.1%	-5.6%
CCc1nc2ccccc2c(C(=O)OCC(=O)NCCCN2CCCC2=O)c1C	-1.6%	2.1%	1.5%	12.7%[46.1 µM]	6.5%	7.2%	0.5%	-0.9%
Cc1ccc(CSc2nc3c(c(=O)[nH]2)C(c2ccncc2)C2=C(CCCC2=O)N3)cc1 (configuration not stated)	-3.2%	2.5%	-9.3%	-15.6%[46.1 µM]	?	6.3%	3.9%	6.7%
CN(C)C(=S)SCC(=O)Nc1cccc(C(F)(F)F)c1	2.4%	-3.6%	0.9%	8.5%	?	3.0%	0.1%	-7.6%
Cc1csc(SCC(=O)c2ccc(S(=O)(=O)N3CCOCC3)cc2)n1	-0.7%	?	-4.7%	-15.4%[46.1 µM]	?	-4.7%	7.8%	-1.5%
CCn1c2ccccc2c2cc(NC(=O)CN(C)CC(=O)Nc3ccc(N4CCOCC4)cc3)ccc21	-2.0%	14.4%	5.3%	-31.4%	?	1.9%	1.6%	?
Cn1c(=O)c2c(nc(N/N=C/c3cccs3)n2C)n(C)c1=O	-0.3%	?	-10.0%	44.8%	2.4%	-7.7%	-7.7%	-9.6%

Among those listed so far, these have a nitro group on carbon.
SMILES	Epigenetic reg	GAA glycogen mod	GAA inh	NPSR antag	ALDH1A1 block	aGlu spleen mod	aGal spleen mod	Tau fluor cs
Cc1ncc([N+](=O)[O-])n1CC(=O)NC(C)(C)C	-1.1%	2.1%	6.3%	11.3%	2.3%	3.3%	5.1%	1.4%
CCN1CCCC1CNC(=O)c1ccc(Sc2ccc(F)cc2)c([N+](=O)[O-])c1 (configuration not stated)	0.9%	-1.9%	-4.5%	-17.3%	-0.5%	7.2%	10.2%	?
COc1cc([N+](=O)[O-])ccc1Nc1nc(C)cc(C)n1	1.1%	21.3%	3.6%	-0.2%	0.0%	-1.2%	-3.2%	3.0%

Additional entries follow.
SMILES	Epigenetic reg	GAA glycogen mod	GAA inh	NPSR antag	ALDH1A1 block	aGlu spleen mod	aGal spleen mod	Tau fluor cs
C(=N\Nc1nc2ccccc2[nH]1)/c1ccc2c(c1)OCO2	-0.1%	15.8µM*	-7.1%	-21.1%	3.2%	·	-2.3%	?
Cc1cc(-c2n[nH]c(=S)n2/N=C/C(Br)=C/c2ccccc2)n[nH]1	-2.4%	-3.4%	3.1%	3.98µM*	17.8µM*	-6.1%	-6.6%	-27.1%
O=C(O)CCC(=O)NC1CCCCCCC1	-5.0%	1.6%	-12.7%	7.3%[46.1 µM]	19.0%	4.8%	8.0%	5.4%
O=c1[nH]c2ccccc2c(O)c1-c1cc2ccccc2oc1=O	-1.5%	7.6%	2.9%	-11.5%	3.7%	-10.1%	-20.9%	6.0%
O=C(Nc1ccccc1)Nc1ccccc1C(=O)NCc1ccco1	0.0%	-14.4%	-7.3%	-3.9%[46.1 µM]	2.4%	-4.9%	-0.3%	-3.7%
Oc1c(Cl)cccc1C=Nc1cc(C(F)(F)F)ccc1N1CCCC1	2.6%	-17.1%	0.4%	-2.9%[46.1 µM]	1.8%	-6.4%	-5.5%	?
CCOC(=O)CSc1nnc(CNC(=O)c2ccc(OC)cc2)n1Cc1ccccc1	-1.1%	8.9%	?	-11.0%[46.1 µM]	-6.6%	-4.4%	11.8%	-3.5%
CCCOc1ccc(N2C(=O)CC(SC(=NCC)NCC)C2=O)cc1 (configuration not stated)	1.1%	2.8%	0.8%	9.6%	-2.6%	-6.2%	-0.2%	-3.1%
CC(=O)NCCNC(=O)c1oc2ccccc2c1CSc1ncn[nH]1	2.5%	3.4%	-2.1%	8.1%	3.6%	9.5%	-2.3%	-4.1%
CCOC(=O)COc1cc(=O)n(CC)c2ccccc12	0.0%	-8.9%	0.9%	-9.0%[46.1 µM]	-4.3%	0.8%	-2.9%	-2.1%
C=COCCn1c(=N)n(CCC)c2ccccc21	2.1%	-9.1%	?	-2.9%[46.1 µM]	?	3.8%	10.3%	?
CCOC(=O)Cc1nnc(NC(=O)CSc2ccccc2)s1	0.0%	0.9%	3.7%	-7.0%[46.1 µM]	-0.7%	3.4%	-5.4%	-11.9%
CN1C(=S)SC(/[N+]([O-])=C\c2ccccc2)C1(C)C (configuration not stated)	-0.9%	?	?	-11.9%[46.1 µM]	3.4%	0.9%	1.9%	-6.7%
C[C@H](O)Cn1cnc2c1c(=O)n(C)c(=O)n2C	0.0%[16.9 µM]	·	·	·	7.0%[20.9 µM]	2.0%[29.1 µM]	3.1%[29.1 µM]	·
COc1ccccc1NC(=S)NCc1cccs1	-1.8%	-9.9%	-6.9%	14.0%	9.4%	0.9%	9.1%	2.8%
Cc1ccc(-c2nc(SCC(=O)c3c(N)n(C)c(=O)n(C)c3=O)n[nH]2)cc1	0.0%	1.1%	-11.0%	-0.5%	8.4%	·	-6.9%	-7.3%
O=C(Nc1cccnc1)c1cc([N+](=O)[O-])ccc1Cl	0.1%	-1.2%	·	-6.2%	·	1.0%	13.2%	-1.7%
CCOC(=O)c1cnc2c(OC)cccc2c1Nc1ccc2c(c1)OCCO2	2.1%	-4.7%	-2.1%	-38.6%	?	0.5%	1.9%	-17.4%

Some values from above.
Result for Cc1cccc(N(CC(=O)N2CCN(C)CC2)S(=O)(=O)c2ccccc2)c1 in aGlu spleen mod: -6.5%
Result for O=c1[nH]c2ccccc2c(O)c1-c1cc2ccccc2oc1=O in GAA glycogen mod: 7.6%
